# Screens: PubChem, Broad Institute
# Xi reactivation – reactivates the inactive X chromosome in mouse fibroblasts; AID 743238; hit rate 0.055% among 360,000; XiGFP mouse fibroblasts, % GFP-positive cells imaging, 3 d; cells co-treated with 5-aza-dC sensitizer; scaled so ellipticine positive control = 100%; activation, % at 7.58 µM;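 active = mean normalized replicate activation at least 10% and every replicate at or above 10%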;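 note: 0% = median of on-plate neutral control wells and 100% = ellipticine 6 µM median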
#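 material = 68-5-11 XiGFP fibroblast line | medium = DMEM plus 5-aza-dC sensitizer | schedule = 3 days compound exposure | benchmarks = positive control ellipticine, 6 µM final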
# Cneo AK release – causes C. neoformans cell lysis; adenylate kinase release luminescence, 4 h; normalised: neutral wells 0, clomiphene wells 100; lysis activity, % at 15 µM; hit rate 0.2% among 360,000; AID 651654;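 active = mean lysis activity across replicates of at least 80%, whatever share of replicates individually reach that level; inactive = mean lysis activity below 80%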
#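 Assay system: C. neoformans cells. Amount: yeast cell density of 5 × 10^6 cells/mL. Technique: AK luminescence. Buffer or medium: YPD. Times: static 4 h at 37 °C with compound, 1 h detection. Dosing: single-point compound dose. Read-out: lysis from increased AK signal.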
# Statin myotox sup – suppressors of simvastatin-induced myotoxicity in C2C12 myotubes. hit rate 0.78% among 330,000. ATP luminescence, 48 h; scaled: DMSO 0, geranylgeraniol control 100. AID 602340. rescue of ATP level, % at 7.49 µM;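 active = mean ATP rescue above about 67%, or every replicate alone reaching that limit, limit read from the data, passing the limit was not always enough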;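 note: myotubes were challenged with 10 µM simvastatin during compound exposure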
# PGC1a acetyl inh – lowers PGC1a acetylation signal in U2OS cells; hit rate 0.17% among 350,000; AlphaScreen anti-acetyl-lysine; with virally co-expressed GCN5 acetyltransferase; AID 651687; inhibition, % at 15.6 µM;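 active = every replicate shows inhibition of at least 40%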;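 note: 0% = neutral control wells and 100% = positive control wells; some results beyond the cut were filed as inactive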
# SIRT5 block – blocks human SIRT5 desuccinylation of peptide. hit rate 1.1% among 330,000. Q9NXA8. Purified SirT5, succinyl-peptide AMC, trypsin-coupled fluorescence. inhibition, % at 15 µM; in the data active = inhibition above about 15%
# LGR2 inh – inhibitors of bursicon-induced Drosophila LGR2 receptor cAMP signaling; HEK293 LGR2, CRE-luciferase, bursicon-stimulated, 4 h; AID 720647; hit rate 0.35% among 380,000; inhibition, % at 9.99 µM;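 active = drop in luminescence signal, shown as inhibition above about 50% in the replicate tests, limit read from the data, passing the limit was not always enough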;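 note: agonist challenge used bursicon conditioned medium at about half maximal strength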
# S100A4 MyoIIA – blocks human S100A4 binding to myosin IIA peptide | S100A4/TAMRA-MyoIIA peptide fluorescence polarization | inhibition, % at 10.7 µM | hit rate 0.14% among 360,000 | AID 652163;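 active = mean inhibition of at least 70% across replicates, with every replicate also reaching that level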
# Target sequence (P26447 whole entry, looked up): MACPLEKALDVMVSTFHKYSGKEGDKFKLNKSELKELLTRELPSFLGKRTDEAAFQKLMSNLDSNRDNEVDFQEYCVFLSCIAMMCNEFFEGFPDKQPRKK
#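 assay system = human S100A4 monomer with TAMRA-labelled myosin IIA peptide | also added = labelled myosin peptide probe, 5 nM | incubation = 5 min between mix addition and reading | control set = DMSO and TFP controls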
# ERAP1 inh – inhibitors of human ERAP1 aminopeptidase; Q9NZ08; recombinant ERAP1, Leu-AMC fluorescence, 60 min; inhibition, % at 10.7 µM; hit rate 0.15% among 340,000; AID 652197;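 active = mean replicate inhibition of at least 30%, or all replicates individually reaching that 30% level; inactive = mean below 30% and not every replicate reaching it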;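 note: 0% = neutral control wells and 100% = L-leucinethiol positive control wells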
# Target sequence (Q9NZ08 whole entry, looked up): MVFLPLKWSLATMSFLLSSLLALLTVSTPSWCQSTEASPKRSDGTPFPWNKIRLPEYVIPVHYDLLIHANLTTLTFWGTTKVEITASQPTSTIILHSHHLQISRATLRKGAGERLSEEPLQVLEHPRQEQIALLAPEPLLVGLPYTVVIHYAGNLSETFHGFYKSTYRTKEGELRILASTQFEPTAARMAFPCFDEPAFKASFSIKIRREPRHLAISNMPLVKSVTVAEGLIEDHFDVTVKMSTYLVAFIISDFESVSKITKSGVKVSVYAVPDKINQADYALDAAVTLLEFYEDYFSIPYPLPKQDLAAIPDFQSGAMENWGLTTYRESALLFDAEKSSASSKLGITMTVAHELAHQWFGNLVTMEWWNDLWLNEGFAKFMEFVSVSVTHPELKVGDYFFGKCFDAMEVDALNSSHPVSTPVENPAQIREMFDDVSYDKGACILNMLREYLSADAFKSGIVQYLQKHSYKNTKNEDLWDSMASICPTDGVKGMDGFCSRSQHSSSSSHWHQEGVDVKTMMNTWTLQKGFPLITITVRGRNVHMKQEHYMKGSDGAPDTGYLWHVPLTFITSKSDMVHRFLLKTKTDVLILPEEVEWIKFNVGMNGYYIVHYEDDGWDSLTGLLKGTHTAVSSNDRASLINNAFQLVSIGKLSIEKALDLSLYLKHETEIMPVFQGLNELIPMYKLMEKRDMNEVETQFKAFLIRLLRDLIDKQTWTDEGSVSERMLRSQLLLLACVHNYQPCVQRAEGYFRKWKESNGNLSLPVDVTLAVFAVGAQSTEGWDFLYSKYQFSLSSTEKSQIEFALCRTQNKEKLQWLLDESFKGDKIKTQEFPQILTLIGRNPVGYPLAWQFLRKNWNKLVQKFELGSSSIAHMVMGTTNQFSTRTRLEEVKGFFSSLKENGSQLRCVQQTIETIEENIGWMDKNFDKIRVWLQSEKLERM
# The depositor's hits bear a star; x = not tested or not shown. Only part of the results is shown; count on the stated rates, not on these rows.
structure	Xi reactivation	Cneo AK release	Statin myotox sup	PGC1a acetyl inh	SIRT5 block	LGR2 inh	S100A4 MyoIIA	ERAP1 inh
N#Cc1ccc(NC(=O)C2CC(c3ccc(F)cc3)=NO2)cc1 (configuration not stated)	x	-1	34	2	x	-4	x	x
CC(=O)N1[C@H](CO)[C@H](c2ccccc2)C12CN(C(=O)c1cnccn1)C2	0.2	x	x	4	-1	9	-3	0
CO[C@@H]1CN(C)C(=O)c2ccc(NC(=O)c3cnccn3)cc2OC[C@@H](C)N(C(=O)c2cnccn2)C[C@H]1C	0.4	44	4	2	x	9	8	-1
COc1cc(OC)cc(C(=O)NC2CCN(Cc3nnnn3Cc3ccc(F)cc3)CC2)c1	0.1	x	x	x	3	-1	-2	0
CC1CCC(NC(=O)CCNS(=O)(=O)c2ccc3c(c2)CCC(=O)N3)CC1 (configuration not stated)	0.0	4	1	-4	1	6	15	-1
O=C(Nc1ccccc1)c1ncoc1-c1ccc(Cl)cc1	-0.1	x	x	x	-4	-22	-11	x
COc1ccc(NS(=O)(=O)c2cccc(C(=O)NCC(c3ccc(F)cc3)N3CCOCC3)c2)cc1 (configuration not stated)	0.0	0	6	x	0	-5	-3	2
CC(C)(C)c1nnc(NC(=O)c2ccc(Cl)nc2)s1	0.0	x	x	x	-2	3	2	-3
CCCN1C[C@@H](C)[C@H](OC)CN(C)C(=O)c2cc(NC(=O)c3cnccn3)ccc2OC[C@@H]1C	-0.1	2	-8	2	3	-15	2	-2
COc1ccc(CN(C)C[C@@H]2Oc3ccc(NS(=O)(=O)c4c(C)noc4C)cc3CC(=O)N([C@@H](C)CO)C[C@@H]2C)cc1	-0.1	x	-38	2	24*	-20	2	-10
COC(=O)CNC(=O)CSc1nc2c(sc(=S)n2-c2ccccc2)c(=O)[nH]1	0.1	2	5	-1	5	29	-2	0
O=S(=O)(Nc1cc(F)ccc1F)c1cccc2nsnc12	0.1	-2	6	7	0	16	-5	-1
CCC1CCCCN1C(=O)COC(=O)c1cc(Br)ccc1Cl (configuration not stated)	0.0	x	x	-10	2	3	-2	-2
Cc1ccc(OCC(=O)N/N=C/c2cc([N+](=O)[O-])ccc2N2CCCCC2)cc1	0.2	3	x	-7	0	-2	-3	0
Cc1cccc(NC(=O)CNC(=O)CSc2ncccn2)c1C	0.4	1	0	0	-2	-9	4	0
Cc1ccc(S(=O)(=O)N(C)C[C@@H]2OCCCC[C@@H](C)Oc3ccc(NC(=O)Nc4ccccc4)cc3C(=O)N([C@H](C)CO)C[C@@H]2C)cc1	0.2	1	x	-2	-1	0	9	0
COc1ccc(NC(=O)N(C)C[C@H]2Oc3ccc(NC(=O)C4CC4)cc3CC(=O)N([C@@H](C)CO)C[C@H]2C)cc1	-0.3	-4	-15	8	0	3	6	0
O=C(NCc1ccccc1)N1CCNCC1	0.1	1	13	4	-4	x	-7	3
CCC1=NN2C(=N)/C(=C\c3cccn3-c3ccc(C)c(C)c3)C(=O)N=C2S1	0.0	3	-1	6	x	20	-5	4
O=C(COc1coc(CN2CCc3ccccc3C2)cc1=O)Nc1cccc(Cl)c1	0.0	-1	5	x	1	4	1	-1
C[C@@H]1CN([C@@H](C)CO)C(=O)c2cccc(NC(=O)Nc3ccc(C(F)(F)F)cc3)c2O[C@@H]1CN(C)C(=O)NC1CCCCC1	-1.0	68	-51	14	4	8	4	-1
O=C(Cn1ncc2c1-c1ccccc1OC2)N1CCc2ccccc21	-0.1	5	28	x	-5	23	5	-14
O=C(NCc1ccc(F)cc1F)Nc1cnccc1C(F)(F)F	-0.1	x	15	x	0	10	2	6
COc1ccc(/C=C/CN2CCC(n3nccc3NC(=O)C3CC3)CC2)cc1	0.0	0	13	29	-3	2	-7	0
CC1=C(C(=O)N(C)C)CC(CC(=O)NCc2cccs2)C(=O)N1Cc1ccccc1 (configuration not stated)	1.0	-1	1	x	-4	-5	-4	-2
O=C(Cn1nc(Cc2ccncc2)c2ccccc2c1=O)N1CCc2ccccc2C1	0.1	1	6	2	3	-4	2	4
COc1cccc(OCC(=O)N2CCCc3ccccc32)c1	0.1	0	1	-7	-1	-6	-28	-4
CCN=C1NC(c2ccccc2C(F)(F)F)C(C(=O)OC)=C(C)N1Cc1ccc(C(F)(F)F)cc1 (configuration not stated)	0.2	x	x	x	-2	-5	3	6
N#CC1(NC(=O)COC(=O)C23CC4CC(CC(O)(C4)C2)C3)CCCCC1	0.2	0	5	0	1	16	-4	5
COc1ccc(S(=O)(=O)N(C)C[C@@H]2OCCCC[C@@H](C)Oc3ccc(NC(=O)CCCN(C)C)cc3C(=O)N([C@@H](C)CO)C[C@@H]2C)cc1	-0.5	-2	x	2	-7	-7	6	0

# Complete entries from above. Order of screens: Xi reactivation, Cneo AK release, Statin myotox sup, PGC1a acetyl inh, SIRT5 block, LGR2 inh, S100A4 MyoIIA, ERAP1 inh
# COc1ccc(/C=C/CN2CCC(n3nccc3NC(=O)C3CC3)CC2)cc1 across the screens: 0.0, 0, 13, 29, -3, 2, -7, 0
# COc1ccc(S(=O)(=O)N(C)C[C@@H]2OCCCC[C@@H](C)Oc3ccc(NC(=O)CCCN(C)C)cc3C(=O)N([C@@H](C)CO)C[C@@H]2C)cc1 across the screens: -0.5, -2, x, 2, -7, -7, 6, 0
# Cc1cccc(NC(=O)CNC(=O)CSc2ncccn2)c1C across the screens: 0.4, 1, 0, 0, -2, -9, 4, 0
# O=S(=O)(Nc1cc(F)ccc1F)c1cccc2nsnc12 across the screens: 0.1, -2, 6, 7, 0, 16, -5, -1
# N#Cc1ccc(NC(=O)C2CC(c3ccc(F)cc3)=NO2)cc1 (configuration not stated) across the screens: x, -1, 34, 2, x, -4, x, x

# Next section
structure	Xi reactivation	Cneo AK release	Statin myotox sup	PGC1a acetyl inh	SIRT5 block	LGR2 inh	S100A4 MyoIIA	ERAP1 inh
CCCNC(=O)C[C@@H]1CC[C@@H]2[C@H](COc3ccc(NC(=O)Nc4cccc(C)c4)cc3C(=O)N2C)O1	0.3	-2	-3	1	2	-6	-7	-2
O=C(NC1CCCCC1)c1cc(-c2ccccc2Cl)on1	0.1	x	-12	x	-1	-76	12	1
O=C(CSCc1cccc(F)c1)N1CCN(c2ccccc2)CC1	x	12	x	-8	0	-79	-2	-4
O=C(Nc1ccc(C(=O)N2CCOCC2)cc1)c1cnn2c(C(F)F)cc(-c3ccccc3)nc12	0.0	x	x	3	-7	3	1	-2
OC(CN1CCCCCC1)CN(c1ccccc1)c1ccccc1 (configuration not stated)	-0.1	-1	-9	-3	3	2	3	0
Cc1ccc(S(=O)(=O)N(C)CC(=O)N2CCN(Cc3ccc4c(c3)OCO4)CC2)cc1	x	-2	16	x	30*	-9	0	2
CC(C)c1c(C(=O)N/N=C/c2c[nH]c3ccccc23)nnn1-c1nonc1N	0.0	-1	-21	-8	6	18	3	2
O=C1NC(=Nc2ccccc2Cl)S/C1=C\c1cc([N+](=O)[O-])ccc1O	0.3	-1	54	x	6	0	-4	0
O=C(O)/C=C/C(=O)Nc1ccc(Cc2ccc(NC(=O)/C=C/C(=O)O)cc2)cc1	-0.2	x	x	x	22*	-3	-3	4
NS(=O)(=O)c1ccc(-n2cccc2C=O)cc1	0.0	x	x	x	-1	-26	-1	-1
O=C(C[C@@H]1C[C@@H]2c3cc(NC(=O)C4CCC4)ccc3O[C@@H]2[C@H](CO)O1)NCc1ccncc1	0.2	3	-6	2	-6	21	0	0
COc1ccccc1N(CC(=O)NCCSc1ccc(Cl)cc1)S(C)(=O)=O	0.0	-15	-3	9	-6	-1	4	2
CO/N=C(/CS(=O)(=O)c1ccc(C)cc1)c1ccc(OC)cc1	x	-1	11	-3	x	-33	x	x
COc1ccc(Cc2nnc(SCC(=O)N(c3ccccc3)C(C)C)n(N)c2=O)cc1	-0.1	1	6	-35	1	10	0	4
CCCNC(=O)C1(C)CCN(Cc2ccc(C(=O)OCC)cc2)C1 (configuration not stated)	-0.2	-1	3	5	0	-10	2	-1
CCOC(=O)C1CCCN(C(=O)C2COc3ccccc3O2)C1 (configuration not stated)	0.1	-2	8	-12	1	-4	-2	-2
COc1cc(C(=O)N/C(=C\c2cn(C)c3ccccc23)C(=O)NCCN2CCOCC2)cc(OC)c1OC	0.2	-2	2	-4	5	1	-2	3
O=C(Nc1ccc(Cl)c(C(=O)N2CCOCC2)c1)c1ccccc1	0.0	0	x	-3	-1	14	2	-3
Cc1ccc2nc(NC(=O)CN3C(=O)NC4(CCCCC4)C3=O)sc2c1	-0.1	-1	-23	x	1	-11	2	1
COc1ccc2nc(Nc3sc4c(c3C(N)=O)CCCC4)sc2c1	0.1	x	0	x	1	-46	-6	0

# Gathered by group, those above with a thiophene ring, fused or not
structure	Xi reactivation	Cneo AK release	Statin myotox sup	PGC1a acetyl inh	SIRT5 block	LGR2 inh	S100A4 MyoIIA	ERAP1 inh
CC1=C(C(=O)N(C)C)CC(CC(=O)NCc2cccs2)C(=O)N1Cc1ccccc1 (configuration not stated)	1.0	-1	1	x	-4	-5	-4	-2
COc1ccc2nc(Nc3sc4c(c3C(N)=O)CCCC4)sc2c1	0.1	x	0	x	1	-46	-6	0

# Later entries:
structure	Xi reactivation	Cneo AK release	Statin myotox sup	PGC1a acetyl inh	SIRT5 block	LGR2 inh	S100A4 MyoIIA	ERAP1 inh
CCC(=O)Nc1ccc(-c2csc(NNC(C)=O)n2)cc1	0.1	x	-3	38	-1	-11	-2	2
CNC[C@H]1OCCCC[C@H](C)Oc2ccc(NS(=O)(=O)c3ccc(F)cc3)cc2C(=O)N([C@@H](C)CO)C[C@@H]1C	0.1	2	46	-1	5	4	-25	6
O=C(NCc1ccccc1)C(c1ccccc1F)N(CC1CCCO1)C(=O)c1ccccn1 (configuration not stated)	-0.1	-1	1	7	-5	4	-2	13
CCCNc1nc2nc3ccccn3c(=O)c2cc1C(=O)NCCN1CCOCC1	0.1	0	-11	-24	-20	4	-3	58*
C[C@H]1CN([C@@H](C)CO)C(=O)c2cc(-c3ccccc3)cnc2O[C@H]1CN(C)C(=O)c1cccnc1	-1.3	-3	-1	-2	-3	-22	-2	-4
CCCC(=O)Nc1ccc2c(c1)C(=O)N(C)C[C@@H](OC)[C@@H](C)CN(Cc1nccs1)[C@@H](C)CO2	-0.1	0	1	13	2	-4	-4	x
COc1ccc(Cl)cc1NS(=O)(=O)c1ccc(OC)c(OC)c1	x	0	1	x	-2	-19	-2	1
Cc1ccc(C(=O)N/N=C\c2ccncc2)s1	-0.1	-2	-2	x	-3	-16	-7	-3
CC(O)(c1ccccc1)c1nc(-c2cccc(C(F)(F)F)c2)cs1 (configuration not stated)	0.0	-15	-9	-4	-4	2	8	-3
COc1ccc(S(=O)(=O)N(C)C)cc1NC(=O)CSc1nnc(-c2cccnc2)o1	0.0	1	3	-2	2	-22	1	5
O=C(NCCCNC(=O)c1ccccn1)c1ccc(Br)cc1	-0.1	3	x	8	2	-15	-4	0
Cc1cccc(OCC(=O)OC(C)C(=O)Nc2ccc(Cl)cn2)c1 (configuration not stated)	0.1	x	x	-16	-10	-7	-12	0
CCc1noc(C)c1C(=O)N1CCCC(N2CCN(c3ccccc3F)CC2)C1 (configuration not stated)	-0.1	-1	-3	x	-5	4	-36	-3
